HSF1 activator = increases HSF-1 driven luciferase reporter signal. NIH3T3-HGL HSF-1 luciferase reporter, MG132, 8 h; 100% = twice DMSO control signal. activation, % at 9 µM. hit rate 1.7% among 300,000;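 active = mean replicate activation of at least 50% with a set share of replicates each reaching 50%; inconclusive = only one of those two conditions met; inactive = mean below 50% and too few replicates reaching it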;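 also: 0% = median of the neutral control wells and 100% = twice that signal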
KLF5 inh = inhibitors of KLF5 expression | DLD-1 KLF5 promoter-luciferase reporter, luminescence | inhibition, % at 5 µM | hit rate 0.23% among 290,000 | AID 1700;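 active = inhibition above a per-plate limit of that plate's mean compound inhibition plus 3 SD, cut at about 60% in these data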;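 also: 0% = DMSO wells and 100% = LY294002 at 200 µM; higher means less KLF5 promoter-driven luciferase light; inactives centre near -14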
aSyn UTR inh = 5' untranslated region of α-synuclein, MLPCN primary screen; AID 1813; inhibition, % (tested at 7.5 µM); hit rate 0.82% among 300,000; alpha-synuclein 5'UTR reporter, inhibitor activity; in the data active = inhibition above about 60%; inconclusive = no clear call, values can overlap the other calls;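 also: H4 neuroglioblastoma cells stably carrying SNCA 5'UTR luciferase fusion; 0% = DMSO wells and 100% = positive control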
HSF1 inhib = HSF1 inhibition; NIH3T3-HGL HSE-luciferase, MG132-induced, luminescence 8 h; active compounds read low; AID 2098; activity change, negative = inhibition, % at 7.5 µM (by protocol); hit rate 0.77% among 300,000;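 active = more than half of replicate wells show activity change below -50%, luminescence cut by over half; inconclusive = some wells, but at most half, below -50%; inactive = no replicate well below -50%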;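 also: luciferase reports HSF-1 transcriptional activity via heat shock element; 0% = median of DMSO wells and -100% = zero luminescence signal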
HIF act = HIF pathway transcriptional activation; U2OS HRE-luciferase reporter, luminescence; normalized: DMSO 0%, desferrioxamine 100%; activation, % at 7.5 µM (by protocol); hit rate 0.32% among 300,000; AID 1910;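 active = mean activation of at least 10% of the iron chelator positive control signal, with at least half of replicates also reaching 10%; inconclusive = mean and replicate majority disagree about reaching 10%; inactive = mean and most replicates under 10%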
SKKanGAS inh = blocks kanamycin growth of S. pyogenes SKKanGAS strain. BacTiter-Glo, 6 h. inhibition, % at 7.5 µM. hit rate 1.3% among 300,000;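 active = mean replicate score, as percent of positive control median, at least 50; inconclusive = mean below 50 but one replicate at or above 50; inactive = mean and every replicate below 50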;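 also: strain carries kanamycin resistance gene driven by streptokinase promoter and grows in 40 µg/ml kanamycin; loss of luminescence reflects streptokinase promoter inhibition or plain growth inhibition; 0% = median of DMSO wells and 100% = positive control at its reference dose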
IEC-6 cytotox = IEC-6 cytotoxicity, counter-screen for KLF5 inhibitors; hit rate 0.78% among 290,000; inhibition, % at 5 µM; luminescence viability; AID 1825; in the data active = inhibition above about 22%;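 also: 0% = plate median of test compound wells and 100% = cytotoxic reference compound wells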
AI-2 QS modul = modulates the Vibrio harveyi AI-2 quorum sensing system; activity change, % at 7.5 µM; Vibrio harveyi JMH597 AI-2 luminescence/OD600 ratio, 9 h; active compounds read low; strain lacks LuxN and CqsS sensors; 0 = neutral-control median; hit rate 0.4% among 300,000; in the data active = activity change below about -75%, passing the limit was not always enough; inconclusive = no clear call, values can overlap the other calls;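 also: luminescence divided by OD600 gain over 9 h not by final OD600 alone; inactives centre near 13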
Platelet DG rel = platelet dense granule release activity | human platelet-rich plasma, SFLLRN dense granule ATP release, luminescence | inhibition, %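 (compounds screened at 7.5 µM in platelet-rich plasma)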 | hit rate 0.22% among 300,000;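 active = mean replicate score, as percent of positive control, at or above 50; inconclusive = mean below 50 but at least one replicate at or above 50; inactive = mean and every replicate below 50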
HSP90 refold inh = inhibitors of HSP90 luciferase refolding in rabbit reticulocyte lysate. luciferase refolding luminescence, 3 h. inhibition, % at 5.6 µM. hit rate 0.91% among 290,000. AID 1789;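 active = inhibition above the screen-wide mean plus 3 SD, computed separately per campaign, cut at about 16% in these data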;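 also: 0% = DMSO wells and 100% = 60 µM geldanamycin wells; inhibitors lower the luminescence because luciferase stays unfolded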
An asterisk follows results filed as active; ? = inconclusive; . = no result given. Outcome played no part in choosing rows. Share with any hit: about 6%.

SMILES | HSF1 activator | KLF5 inh | aSyn UTR inh | HSF1 inhib | HIF act | SKKanGAS inh | IEC-6 cytotox | AI-2 QS modul | Platelet DG rel | HSP90 refold inh
CCc1nc2scc(-c3ccc(C)cc3)c2c(=O)n1N | 5 | -35 | 8 | 4 | 0.0 | -7 | 4 | 1 | -2 | 3
CC(C)c1ccc(C(=O)N/N=C/c2cccc(Cl)c2Cl)cc1 | 14 | -34 | -66 | 11 | 0.4 | 6 | 2 | -3 | 0 | 0
COC(=O)NNC1=CC(=O)CC(C)(C)C1 | 0 | -21 | 4 | -2 | -0.3 | -8 | 5 | 28 | 1 | 1
Cc1ccc(OCC(=O)NC(=S)Nc2cccc(NC(=O)c3ccccc3)c2)cc1 | 14 | 0 | 40 | 8 | -1.2 | -5 | 4 | 23 | 7 | 1
Cc1nnc(SC(C)C(=O)Nc2ccc(S(=O)(=O)N3CCCCCC3)cc2)s1 (stereo unspecified) | 3 | -2 | 13 | 6 | -0.7 | -5 | 1 | 9 | 3 | -6
CC1(C(=O)O)CCC(C(=O)NCCc2ccccc2)C1(C)C (stereo unspecified) | 45 | -5 | -14 | 10 | -0.1 | -9 | -2 | 8 | -7 | 4
Cc1cc(Nc2cccc(Cl)c2C)n2ncnc2n1 | -9 | -3 | 16 | -3 | 0.1 | -4 | 3 | 27 | -1 | -3
CCC(=O)N(Cc1cc(=O)[nH]c2ccccc12)c1ccccc1C | -5 | 4 | 18 | -6 | 0.0 | -3 | -1 | -6 | 2 | 1
Cc1c(Cl)cccc1NC(=O)Cn1c(CCC(=O)O)ccc1-c1ccccc1 | 9 | -21 | 21 | 6 | -5.8 | 3 | -1 | 1 | -1 | -2
Cc1ccc(Cl)cc1NS(=O)(=O)c1cn(C)nc1C | -9 | -27 | -10 | -4 | 0.5 | 2 | 1 | -4 | -1 | 8
Cc1ccc(C(=O)N/C(=C\c2cn(S(=O)(=O)N(C)C)c3ccccc23)C(=O)N2CCCC2)cc1 | 1 | -20 | 17 | -5 | 0.1 | 3 | 3 | 14 | 0 | 4
Cc1ccc2[nH]c3c(c2c1)CNCC3 | -4 | -12 | 27 | -10 | 0.5 | 3 | -4 | 17 | 0 | 1
Cc1cc(OCC(=O)Nc2cccc(S(=O)(=O)NC3=NCCCCC3)c2)ccc1Cl | 10 | -20 | 12 | -2 | 0.0 | 4 | 2 | 43 | -5 | -1
CC(=O)Nc1ccc(-c2csc(NC(=O)C3CC(=O)N(c4ccc5c(c4)OCCO5)C3)n2)cc1 (stereo unspecified) | 11 | -4 | 3 | -2 | -0.6 | 9 | -6 | 20 | 9 | 3
C=CCNc1nc(=S)[nH]c2cc(OC)c(OC)cc12 | 0 | 13 | -1 | -12 | 0.0 | -4 | -4 | 21 | 1 | 2
CCCCNC(=O)CCC(=O)NNc1nc2ccccc2c2nc(C)nn12 | -17 | 0 | 10 | -5 | -0.2 | -7 | -2 | 15 | 7 | 2
COc1ccccc1OCCn1cc(C#N)c2ccccc21 | 27 | -17 | -12 | 9 | 0.0 | 6 | 2 | -3 | 18 | 1
O=C(O)CC(c1cccc(O)c1)N1Cc2ccccc2C1=O (stereo unspecified) | 5 | -13 | -3 | -6 | 0.6 | -2 | 6 | 10 | 2 | 2
CC1=NN(C(C#N)c2c(C)nn(Cc3ccccc3)c2C)C(C)(C)C1 (stereo unspecified) | 2 | 2 | -13 | 2 | 0.1 | . | 3 | 16 | -5 | 1
CN(CC(=O)Nc1cccc(F)c1)C(=O)c1ccc(N2CCCC2)c([N+](=O)[O-])c1 | -2 | . | 4 | 3 | 0.0 | 18 | . | 18 | -21 | .
Cc1noc(NS(=O)(=O)c2ccc(NC(=O)C34CCC(CC3)C4)cc2)c1C | 10 | -8 | 23 | -2 | -0.3 | 11 | -11 | -19 | 7 | -1
CCOc1ccc(CN(C)C(=O)[C@H](C)NC(=O)c2ccco2)cc1OC | 4 | -4 | 13 | 3 | 0.0 | 7 | 4 | 21 | 1 | -4
Cc1nn(CC(=O)NCCCc2ccccc2)c(=O)c2cccn12 | 1 | -17 | -12 | 2 | 0.0 | -18 | 4 | 20 | -3 | 2
O=C(COC(=O)C1CC1)Nc1ccc(Oc2ccccc2)cc1 | 6 | -9 | 20 | 3 | 0.8 | -6 | 6 | -82* | 1 | 1
O=C(COC(=O)CCc1nc2ccccc2n1-c1ccccc1)Nc1ccc(N2CCCCC2)cc1 | 1 | -13 | -8 | -1 | 0.4 | 1 | -4 | 27 | 7 | -3
O=C(CC1C(=O)NCCN1Cc1ccc(-c2ccccc2)cc1)NCCOc1cccnc1 (stereo unspecified) | 5 | -20 | 20 | 4 | -0.2 | 4 | -6 | 8 | 4 | -1
Cc1ccc2[nH]nc(C(=O)N3CCCC(C(=O)c4ccc(Cl)cc4)C3)c2c1 (stereo unspecified) | 1 | -21 | -25 | -6 | 0.1 | 2 | 5 | 10 | 0 | 3
O=C(NCC1CCCO1)Nc1ccc2c(c1)OCO2 (stereo unspecified) | 27 | -123 | -58 | 5 | 0.9 | 8 | -2 | 22 | 6 | 1
O=c1cc(CNc2cc(Cl)ccc2Cl)nc2sccn12 | 31 | -29 | -3 | 10 | 0.8 | -6 | 3 | 22 | 23 | 3
O=C1C2CCCN2C(c2cccc(Br)c2)N1c1ccc(F)cc1 (stereo unspecified) | -2 | -17 | -23 | -4 | -0.1 | 3 | 1 | -29 | 2 | 3
Clc1ccc(OCc2nnnn2-c2ccccc2)cc1 | 11 | -16 | 1 | 0 | 0.0 | 5 | -5 | 11 | 1 | 1
CCOc1nc(Nc2ccc(OC)cc2)nc(OCC)n1 | 20 | -38 | 53 | 2 | ? | -7 | 5 | -2 | -3 | 2
c1ccc(-n2ncc3c(NCc4ccc5c(c4)OCO5)ncnc32)cc1 | -3 | -18 | 5 | 11 | 0.3 | -8 | 1 | 10 | 4 | 1
CN(C)C(=S)Nc1ccc([N+](=O)[O-])cc1 | 4 | -28 | -9 | 1 | -0.4 | 8 | 2 | 16 | -3 | -3
O=C(CC12CC3CC(CC(C3)C1)C2)Nc1cccc2ncccc12 | 27 | -20 | 14 | -3 | -0.2 | 8 | -4 | -5 | 4 | 2
O=C(CNC(=O)c1ccc(Cl)c([N+](=O)[O-])c1)OC1CCCCC1=O (stereo unspecified) | 4 | . | -12 | 6 | -0.2 | -3 | . | 14 | -60 | .
Cn1c(=O)c2c(nc(SCC(=O)N3CCCCCC3)n2C)n(C)c1=O | 6 | 22 | 5 | -1 | 0.3 | -4 | 5 | 6 | -3 | 4
COc1ccc(-n2nnnc2SCC(=O)Nc2cc(OC)c([N+](=O)[O-])cc2C)cc1 | -3 | -11 | 3 | 1 | -0.6 | -3 | -4 | -9 | 1 | 2
CCCCc1cc(=O)oc2cc(OC(C)C(=O)NCC3CCC(C(=O)O)CC3)c(Cl)cc12 (stereo unspecified) | 1 | 1 | 27 | -8 | -0.4 | 17 | 5 | -6 | -1 | 3
CC(C)(Oc1ccc(Cl)cc1)C(=O)Nc1cccnc1 | -16 | 12 | -11 | -6 | 0.0 | 1 | -3 | 13 | 23 | -1
CSc1cc(C)n(-c2ccc(Cl)cc2)c(=S)c1C(C)=O | -9 | -40 | 6 | -3 | -0.5 | 3 | -1 | 5 | 7 | 3
COc1ccc(N(C(=O)c2ccco2)C(C(=O)NC2CCCC2)c2ccc(N3CCOCC3)cc2)c(OC)c1 (stereo unspecified) | -9 | -22 | 3 | -2 | 1.0 | -2 | 10 | 17 | 1 | 12
O=c1c2ccccc2nc(/C=C/c2ccccc2)n1CCc1ccccc1 | 11 | 12 | -6 | 7 | 0.3 | -2 | -8 | 18 | -3 | 2
COCc1nnc(NC(C)=O)s1 | -13 | -33 | -56 | 2 | -1.0 | -9 | 3 | -1 | 0 | -2
CCOc1ccccc1CN1CCN(Cc2ccc(C)o2)C(CCO)C1 (stereo unspecified) | 9 | -40 | 1 | 0 | -0.3 | -2 | 2 | 26 | 1 | 2
COC(=O)c1ccc(CSc2nc3c(c(=O)n2-c2ccccc2)SCC3)o1 | 17 | -1 | 19 | 19 | 0.1 | 7 | 0 | 3 | -6 | -1
CCc1ccc(NC(=S)Nc2ccc(S(=O)(=O)Nc3ncccn3)cc2)cc1 | -51 | -6 | -27 | -56* | -0.6 | -2 | 7 | -15 | 2 | 0
Cc1ccccc1Nc1nnc(SCC(=O)c2c(N)n(C)c(=O)n(C)c2=O)s1 | 9 | -18 | 16 | 4 | 0.1 | 15 | 5 | 23 | 1 | -2
O=C(Nc1nc2ccc(F)cc2s1)c1ccc(N2CCCC2=O)cc1 | 37 | . | -155 | 20 | 1.9 | -4 | . | 18 | -1 | .
O=C(c1cc2cc(F)ccc2[nH]1)N(Cc1cccnc1)CC1CCCN(C2CCCCC2)C1 (stereo unspecified) | -2 | -16 | 5 | -4 | -0.5 | 0 | 1 | 9 | -6 | 3

The list continues:
SMILES | HSF1 activator | KLF5 inh | aSyn UTR inh | HSF1 inhib | HIF act | SKKanGAS inh | IEC-6 cytotox | AI-2 QS modul | Platelet DG rel | HSP90 refold inh
CCOC(=O)c1c(NC(=O)CSc2ncnc3ccccc23)sc(C(C)=O)c1C | 78* | -4 | -6 | 35 | 0.4 | . | 7 | 7 | 17 | -2
CN(Cc1ccccc1)S(=O)(=O)c1ccc(NC(=S)NC(=O)C2CCCC2)cc1 | -15 | 20 | -58 | 3 | 1.7 | 10 | 8 | 17 | 3 | 2
CCOc1ccccc1N1CCN(C(=O)CC(C)C)CC1 | 6 | 5 | 3 | -8 | -0.3 | 7 | 2 | 2 | -4 | 3
Cc1cccc(N2CCN(C(=O)c3ccccc3NC(=O)C3CCCCC3C(=O)O)CC2)c1 (stereo unspecified) | -2 | 6 | 10 | -10 | 0.8 | 4 | 0 | 13 | 14 | 3
COc1cccc(NC(=O)NC2(C(=O)N3CCC(O)CC3)CCCCC2)c1 | -5 | 2 | 14 | -4 | -0.1 | 0 | 0 | 13 | 9 | -5
Cc1cc(N2CCN(c3ccccc3)CC2)n2cc(-c3ccccc3)nc2n1 | 5 | 6 | -15 | 13 | 0.1 | 7 | -6 | 24 | 1 | 2
CN(C)c1oc(-c2ccc(OCc3ccccc3)cc2)nc1C#N | 38 | -48 | -109 | 3 | 2.0 | 25 | 0 | 18 | -84 | -2
COc1cc(CCN2C(=O)c3cccc4cccc(c34)C2=O)c(S(=O)(=O)NCCCO)cc1OC | -42 | -26 | -1 | -29 | 0.9 | 6 | -5 | 26 | 15 | 3
COc1cc2c(cc1OC)/C(=C/C(=O)c1ccc([N+](=O)[O-])c(C)c1)NCC2 | 12 | -18 | 2 | 3 | -0.3 | 0 | 5 | 23 | 4 | 7
Cc1cc(-c2c(C)[nH]n(-c3ccc(Cl)cc3)c2=O)n(-c2ccccc2)n1 | -6 | -18 | 10 | 3 | -0.1 | 9 | 4 | 0 | -2 | -1
COc1ccccc1NC(=O)c1cc(S(=O)(=O)N2CCCCCC2)ccc1F | 2 | -2 | -4 | 18 | -0.2 | -5 | 11 | 11 | 4 | 5

High-throughput results as filed in PubChem BioAssay.
